Assay outcomes as filed in PubChem.
RGS8-Gao reg: RGS8-Galphao binding modulators, primary screen, biochemical, multiplexed bead flow cytometry; response (percent of control binding), % at 10 µM; 0.34% of 220,000 active; Guanine nucleotide-binding protein G(o) subunit alpha (Homo sapiens), P09471; actives lie on both sides; AID 1423, 2008; in the data active = response below about 60% or above about 140%; inactive = in between;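 also: Galphao activated as the GDP aluminium fluoride complex binding bead-coupled RGS8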
Bcl-XL Bim block: inhibitors of Bim-Bcl-XL binding, primary screen, biochemical, multiplexed, bead flow cytometry, human Bcl-XL. Bim peptide-Bcl-XL binding, fluorescence. inhibition, % at 10 µM. 0.04% of 190,000 active. AID 1007, 2008
Target sequence (Q07817 whole entry, looked up): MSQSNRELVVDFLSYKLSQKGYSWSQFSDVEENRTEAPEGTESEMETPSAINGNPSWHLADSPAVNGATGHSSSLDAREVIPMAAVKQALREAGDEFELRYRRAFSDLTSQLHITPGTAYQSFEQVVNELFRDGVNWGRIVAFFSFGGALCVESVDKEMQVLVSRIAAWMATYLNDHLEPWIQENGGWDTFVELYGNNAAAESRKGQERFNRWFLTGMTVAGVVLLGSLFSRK
Bim-Bcl-2: inhibitors of Bim-Bcl-2 binding, primary screen, biochemical, multiplexed, human Bcl-2 family; Bead-based flow cytometry, Bim peptide-Bcl-2 binding; Apoptosis regulator Bcl-2 (Homo sapiens), P10415; inhibition, % at 10 µM; 0.06% of 190,000 active; AID 950, 2007; in the data active = inhibition above about 40%; inconclusive = no clear call, values can overlap the other calls;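 also: 0% = no compound wells with probe peptide and 100% = reference peptide inhibitor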
ABCB1 block: ABCB1 efflux pump inhibitors, primary screen, cell-based, multiplex, flow cytometry, ABCG2 counter-screen; ATP-dependent translocase ABCB1 (Homo sapiens), P08183; CCRF-Adr cells, JC-1 efflux; inhibition, % at 6.6 µM; 0.067% of 190,000 active; in the data active = inhibition above about 40%;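 also: 0% = vehicle and 100% = reference inhibitor; higher value means more JC-1 retained so stronger ABCB1 efflux block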
Bcl-B Bim block: inhibitors of Bim-Bcl-B binding, primary screen, biochemical, multiplexed, human Bcl-2 family | Bcl-2-like protein 10 (Homo sapiens), Q9HD36 | bead-based flow cytometry, Bim peptide-Bcl-B binding | inhibition, % at 10 µM | 0.073% of 190,000 active;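 also: 0% = tracer peptide without compound and 100% = reference inhibitor peptide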
Bim-Bcl-W: inhibitors of Bim binding to Bcl-W, primary screen, biochemical, multiplexed, bead-based flow cytometry; inhibition, % at 10 µM; 0.02% of 190,000 active; AID 952, 2007; Bim peptide-Bcl-W binding;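 also: 0% = bound tracer without compound and 100% = peptide blocker; higher means less fluorescent Bim peptide bound to Bcl-W beads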
Target sequence (Q92843 whole entry, looked up): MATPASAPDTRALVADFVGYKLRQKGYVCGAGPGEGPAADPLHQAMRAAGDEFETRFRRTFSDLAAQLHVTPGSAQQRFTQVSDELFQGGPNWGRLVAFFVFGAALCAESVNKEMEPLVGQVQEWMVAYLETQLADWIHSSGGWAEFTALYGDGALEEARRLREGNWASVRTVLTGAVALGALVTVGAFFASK
ABCG2 inh: ABCG2 efflux pump inhibitors, primary screen, multiplex with ABCB1, IgMXP3 cells, flow cytometry. Broad substrate specificity ATP-binding cassette transporter ABCG2 (Homo sapiens), Q9UNQ0. JC-1 efflux. inhibition, % at 6.6 µM. 0.1% of 190,000 active;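 active = inhibition above 80%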;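 also: 0% = DMSO and 100% = nicardipine control wells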
Target sequence (Q9UNQ0 whole entry, looked up): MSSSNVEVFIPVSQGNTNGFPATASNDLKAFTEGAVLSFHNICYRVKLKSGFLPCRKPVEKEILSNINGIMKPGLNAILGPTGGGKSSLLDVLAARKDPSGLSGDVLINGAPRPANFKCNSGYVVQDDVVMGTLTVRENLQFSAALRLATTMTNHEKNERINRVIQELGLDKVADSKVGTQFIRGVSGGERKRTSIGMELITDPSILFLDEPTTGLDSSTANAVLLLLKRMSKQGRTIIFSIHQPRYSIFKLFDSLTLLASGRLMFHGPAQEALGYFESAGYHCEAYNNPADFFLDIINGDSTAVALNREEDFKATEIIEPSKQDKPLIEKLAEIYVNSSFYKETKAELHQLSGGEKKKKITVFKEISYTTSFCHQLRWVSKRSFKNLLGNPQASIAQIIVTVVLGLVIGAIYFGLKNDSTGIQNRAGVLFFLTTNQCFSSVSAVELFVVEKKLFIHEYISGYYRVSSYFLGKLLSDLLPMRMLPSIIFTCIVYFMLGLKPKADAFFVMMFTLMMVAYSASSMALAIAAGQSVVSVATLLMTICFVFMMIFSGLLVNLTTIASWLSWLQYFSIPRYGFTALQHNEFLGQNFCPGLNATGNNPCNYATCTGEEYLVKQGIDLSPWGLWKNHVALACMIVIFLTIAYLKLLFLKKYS
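Assay system – ABCG2 IgMXP3 and barcoded ABCB1 CCRF-Adr cell mix · Input – 3 million cells/mL in well · Reagent – JC-1 fluorescent substrate · Compound – single test compound dose, 6.6 µM final · Timing – 10 min exposure at 25 °C with rotation, no wash · Detection – flow cytometry of retained JC-1 fluorescence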
Bim-Mcl-1: inhibitors of Bim peptide binding to Mcl-1, primary screen, biochemical, bead-based flow cytometry, multiplex. Induced myeloid leukemia cell differentiation protein Mcl-1 (Homo sapiens), Q07820. 0.1% of 190,000 active. Bim peptide-Mcl-1 binding. inhibition, % at 10 µM;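 also: 0% = no compound tracer wells and 100% = peptide blocker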
RGS7-Gao: RGS7-Galphao binding modulators, primary screen, biochemical, multiplexed bead flow cytometry; Guanine nucleotide-binding protein G(o) subunit alpha (Homo sapiens), P09471; 0.35% of 220,000 active; actives lie on both sides; AID 1439, 2008; binding response (% of control), % at 10 µM; in the data active = binding response below about 49% or above about 150%; inconclusive = no clear call, values can overlap the other calls; inactive = in between;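 also: fluorescent Galphao held in activated GDP-AlF4 state binding bead-coupled RGS7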
Bim-Bfl-1: inhibitors of Bim binding to Bfl-1, primary screen, biochemical, multiplexed, bead-based flow cytometry | Bcl-2-related protein A1 (Homo sapiens), Q16548 | Bim-Bfl-1 binding inhibition | inhibition, % at 10 µM | 0.12% of 190,000 active | AID 1008, 2008;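 also: 0% = wells without compound plus tracer and 100% = blocker peptide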
RGS4-Gao reg: modulators of RGS4 binding to Galphao, primary screen, biochemical, multiplexed bead flow cytometry | binding response (% of control), % at 10 µM | actives lie on both sides | Guanine nucleotide-binding protein G(o) subunit alpha (Homo sapiens), P09471 | 0.33% of 220,000 active; in the data active = binding response below about 49% or above about 150%; inactive = in between;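 also: fluorescent Galphao activated with aluminum fluoride binding bead-coupled RGS4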
* hit, by the source's call; ? = inconclusive. Rule as the data show it, unless noted: active = inhibition above about 40%.

SMILES	RGS8-Gao reg	Bcl-XL Bim block	Bim-Bcl-2	ABCB1 block	Bcl-B Bim block	Bim-Bcl-W	ABCG2 inh	Bim-Mcl-1	RGS7-Gao	Bim-Bfl-1	RGS4-Gao reg
CCCCNC(=O)C1CCCN1C(=O)Nc1cccc(OC)c1 (stereo unspecified)	113	-6	-10	-1.7	-4	-2	-1	-4	109	-11	116
O=C(CCCNC(=O)/C(=C/c1ccc(F)cc1)NC(=O)c1ccccc1)OCc1ccccc1	105	-7	-7	0.8	-8	-4	31	-3	99	-8	102
CCCc1ccc(OCCNC(C)=O)cc1	116	-1	-2	-0.1	-1	-2	0	0	114	-5	112
CC(C)Oc1cccc(C(=O)Nc2ccc(NC(=O)c3ccco3)cc2)c1	86	-8	-4	0.5	-8	0	1	-2	74	-7	81
CC1=CCC(C(=O)O)(C(=O)N/N=C/c2cccs2)C(c2ccc([N+](=O)[O-])cc2)C1 (stereo unspecified)	99	-1	-1	0.2	-2	2	1	2	101	-5	102
O=C1OC(Nc2ccc(Br)cc2F)c2ccccc21 (stereo unspecified)	99	-7	-4	0.6	-6	-4	-1	-2	104	-2	102
O=C(OC1CCOC1=O)c1cccc(S(=O)(=O)Nc2ccc(F)cc2)c1 (stereo unspecified)	91	-8	-4	-0.5	-7	-4	-6	-3	97	0	98
O=C(Cc1ccsc1)Nc1ccc(S(=O)(=O)C(F)F)cc1	99	-3	1	0.5	-2	1	8	-2	?	2	102
Cc1ccc(-c2nnc(SCC#CCOC(=O)c3ccco3)o2)cc1	103	-3	-3	0.1	-3	3	0	0	105	-9	107
CCOC(=O)C1(CC2CC2)CCN(C(=O)c2cc(C3CC3)nc3ccccc23)CC1	103	-1	0	9.9	1	-1	2	0	101	-2	104
Cc1ncc([N+](=O)[O-])n1CC(=O)N/N=C/c1ccccc1F	101	1	0	1.7	7	-2	24	-10	104	7	100
CCCC(=O)OCC(=O)Nc1ccc(N=Nc2ccccc2)cc1	102	-7	-11	1.0	-6	-4	26	-4	104	-17	103
CCn1c(C)c(C2=CCN(S(=O)(=O)c3ccccc3)CC2)c2ccccc21	105	-1	0	1.0	-2	0	4	-1	99	4	105
O=P(c1ccccc1)(c1ccccc1)c1nc(-c2ccccc2)oc1NCc1ccccc1	100	-3	1	0.8	2	-5	2	-2	102	2	102
S=C1SCN(CCN2CCOCC2)CN1Cc1ccccc1	100	-6	-3	0.3	-3	-1	0	-2	102	-2	101
CC(=O)c1cccc(NC(=O)NC(C)C2CCCO2)c1 (stereo unspecified)	98	2	-10	0.0	-8	3	7	-1	110	-13	92
COc1cc(C(=O)N2CCN(Cc3ccccc3C(F)(F)F)CC2)cc(OC)c1OC	100	-8	-6	1.8	-7	-3	4	-3	98	-18	101
O=C(N/N=C/CCc1ccccc1)C1CCCCC1	104	-1	-2	0.2	-2	-2	1	-2	101	-2	103
Cc1ccc(NC(=O)c2ccc(S(=O)(=O)N3CCCCC3)cc2)cc1	101	0	-1	0.3	-1	0	7	-1	94	0	93
Cc1cc(F)ccc1S(=O)(=O)N(C(=O)c1ccncc1)c1ccc(OC(=O)c2ccncc2)cc1	99	-2	-1	2.9	-1	1	9	0	97	-1	99
Cc1cccc(NC(=O)c2c(C)nn(-c3ccccc3)c2Cl)c1	100	0	-4	0.2	0	2	2	0	99	-5	101
COC(=O)c1ccc2ncccc2c1	128	-5	0	0.3	-1	0	2	-4	111	-4	107
CCOc1ccc(/C(O)=C2/C(=O)C(=O)N(CC3CCCO3)C2c2ccco2)cc1 (stereo unspecified)	98	-7	11	-0.1	-1	-2	0	0	105	-4	104
COc1cccc(NC(=O)c2ccc(S(=O)(=O)N(C)C)cc2)c1	97	-3	-8	1.2	-13	-2	9	-2	102	-11	102
COc1ccc(Cn2c(-c3ccc(Br)cc3)c[n+]3ccccc23)cc1	101	-9	-6	0.7	-3	-7	25	-14	97	-4	101
CCOC(=O)Cc1csc(NS(=O)(=O)c2ccc(OC)cc2)n1	99	3	2	0.2	0	3	0	8	92	2	93
CN(CCCNC(=O)c1cccn2c(=O)c3ccccc3nc12)Cc1ccccc1	102	-2	-1	0.6	0	-1	5	1	106	-1	104
Cc1ccc(N2CN=c3s/c(=C\c4cccnc4)c(=O)n3C2)cc1	96	-5	5	0.6	2	-2	2	-2	101	11	106
NC(=O)C1CCN(C(=O)c2cccc(S(=O)(=O)N3CCc4ccccc4C3)c2)CC1	98	1	0	-0.8	-1	0	-2	0	?	0	100
COc1ccc(C)cc1NC(=O)C(Sc1nnc(-c2ccncc2)n1-c1ccc(Cl)cc1)c1ccccc1 (stereo unspecified)	104	-5	-5	22	-6	-3	25	-3	101	-7	102
CC(C)N1CCC(N2CCN(Cc3cccc4nonc34)CC2CCO)CC1 (stereo unspecified)	94	-4	-3	-0.2	-6	-5	0	-2	95	-8	94
CC(Oc1ccc(F)cc1)C(=O)/C=C\N(C)C (stereo unspecified)	101	-14	-8	-0.1	-8	-1	-2	0	99	-13	101
O=C(O)C1C2CCC(O2)C1C(=O)NCc1ccncc1 (stereo unspecified)	104	-5	-12	1.0	-10	-2	8	-1	103	-18	103
C=CCNCCCCOc1c(Cl)cc(C)cc1Br	105	-3	-2	0.2	0	0	0	-2	108	-1	103
O=C(CSc1ccc2nnc(-c3cccc(F)c3)n2n1)NCc1ccco1	91	3	0	0.6	4	1	5	2	88	1	88
COc1cccc(-c2nnc3sc(-c4ccc(C)cc4)nn23)c1	99	4	0	-0.6	0	-2	-1	-1	102	-1	100
O=c1c2[nH]c3ccccc3c2ncn1CCCn1ccnc1	102	1	-5	0.7	-7	2	9	1	102	-11	107
CC(NC(=O)C1CCC(=O)N1Cc1ccc(F)cc1)c1ccc2c(c1)OCCO2 (stereo unspecified)	100	0	-2	0.7	0	2	1	0	103	1	103
Cc1ccc(C(c2nnnn2CC2CCCO2)N2CCN(Cc3ccccc3)CC2)cc1 (stereo unspecified)	103	-3	1	-1.5	-2	0	16	1	101	0	105
COc1ccc(NC(=O)NC2CC3CCCC(C2)N3Cc2ccccc2)cc1 (stereo unspecified)	100	-3	-8	0.2	-7	0	16	-1	97	-16	98

Three records drawn at random from the list so far:
SMILES	RGS8-Gao reg	Bcl-XL Bim block	Bim-Bcl-2	ABCB1 block	Bcl-B Bim block	Bim-Bcl-W	ABCG2 inh	Bim-Mcl-1	RGS7-Gao	Bim-Bfl-1	RGS4-Gao reg
O=C(O)C1C2CCC(O2)C1C(=O)NCc1ccncc1 (stereo unspecified)	104	-5	-12	1.0	-10	-2	8	-1	103	-18	103
COc1cccc(-c2nnc3sc(-c4ccc(C)cc4)nn23)c1	99	4	0	-0.6	0	-2	-1	-1	102	-1	100
COc1ccc(NC(=O)NC2CC3CCCC(C2)N3Cc2ccccc2)cc1 (stereo unspecified)	100	-3	-8	0.2	-7	0	16	-1	97	-16	98

Remaining list, next part.
SMILES	RGS8-Gao reg	Bcl-XL Bim block	Bim-Bcl-2	ABCB1 block	Bcl-B Bim block	Bim-Bcl-W	ABCG2 inh	Bim-Mcl-1	RGS7-Gao	Bim-Bfl-1	RGS4-Gao reg
CC(NC(=O)NC1CCCCC1)c1ccc2c(c1)OCO2 (stereo unspecified)	103	0	2	-1.1	3	-3	-2	-4	118	3	101
CC(C)(C)n1nnnc1C(c1ccncc1)N1CCN(C2CCCCC2)CC1 (stereo unspecified)	111	-1	-3	-0.7	-3	-2	-3	-4	103	-1	104
O=C1c2cccc3c([N+](=O)[O-])c(O)cc(c23)C(=O)N1Nc1ccccc1	103	-2	0	0.3	3	7	2	2	100	0	102
Cc1ccc(NC(=O)/C=C\C(=O)NCC(=O)O)cc1C	104	0	-2	0.6	0	0	2	-2	98	-1	101
Nc1c2c(nc3ccccc13)N(c1ccccc1)CC2	100	2	-1	-0.3	0	4	9	0	88	-3	86
Cc1ccc(CNC(=O)COc2ccc(C)nc2[N+](=O)[O-])cc1	99	-11	-2	0.7	-6	-5	21	-14	102	-4	102
Nc1nc(-c2ccccc2)cs1	96	-2	-1	0.1	-9	-2	0	-2	97	1	95
O=C(/C=C/c1ccc(Cl)cc1)Nc1ccc(CN2CCOCC2)cc1	107	-1	-7	2.2	-5	-2	12	0	105	-3	105
CCNc1nc(SCC(=O)OC)nc(N2CCOCC2)n1	100	-2	-3	0.8	-5	5	4	0	98	-11	97
COc1cccc(N2CC(O)=C(c3ccccc3)C2=N)c1	94	0	-5	0.0	-1	-3	0	-4	93	0	92
CC(C)(CO)NCc1cccs1	101	-5	-3	0.0	-5	-3	0	-1	99	-4	98
CC(=O)Nc1cccc(CNCc2cccc(NC(C)=O)c2)c1	70	-1	-4	0.5	-4	-5	1	0	?	-4	68
Cc1ccc(C(=O)Oc2ccc(-c3nccc(-c4ccccn4)n3)cc2)cc1	105	-8	-4	1.0	-5	-7	6	-3	105	-2	104
O=C(Cc1ccccc1)NNC(=O)Nc1ccccc1	104	0	-3	-0.3	-4	-1	-2	-1	105	-4	106
COc1cc2c(cc1OC)C(C)=NCC2	101	3	4	0.1	0	5	-1	1	99	0	99
COC(=O)/C=C1\NCCSC1=O	102	-8	-2	0.0	-4	-6	0	-2	102	-2	100
CC(=O)NCc1c(Cl)cccc1-n1cccc1	94	-8	-5	0.0	-8	-6	-1	-10	103	-10	100
Cn1cnnc1SCC(=O)c1cccc([N+](=O)[O-])c1	96	-2	-2	1.0	-3	-1	12	-2	99	2	95
C=C(C)CN(CC)C(=O)c1ccc(OC2CCN(S(=O)(=O)N(C)C)CC2)cc1	91	0	-3	0.8	0	-1	1	-1	95	2	95
CCOc1ccc(Nc2nc(Cl)nc(N3CCN(c4ccc(OC)cc4)CC3)n2)cc1	105	-5	-6	0.6	-8	-1	3	-3	99	0	99
CCC(=O)N1CCCc2cc(S(=O)(=O)N3CCCc4ccccc43)ccc21	97	-9	-9	1.4	-6	3	5	0	98	-10	99
Cc1cc(C)n(Cc2ccc(Cl)c(Cl)c2)c(=O)c1S(=O)(=O)c1ccccc1	99	-2	-6	1.0	-9	1	4	-2	102	-11	95
COC(=O)Cn1c(=NC(=O)C(C)C)sc2c(C)cc(C)cc21	100	-1	-6	0.5	-11	0	3	0	100	-9	102
Cc1ccc(F)cc1NC(=O)CN1CCN(c2ccccn2)CC1	103	1	-2	0.9	0	2	2	0	101	-5	104
Cc1cccc(C)c1NC(=O)CNC(=O)Cc1ccc(Br)cc1	99	-1	-1	1.0	0	0	3	0	?	-5	99
